Screening data: PubChem, Sanford-Burnham Center for Chemical Genomics
GRIN3A LBD mod: binders of NR3A ligand-binding domain, primary screen, biophysical, differential scanning fluorimetry, uHTS. Glutamate receptor ionotropic, NMDA 3A (GRIN3A) ligand-binding domain. NR3A LBD differential scanning fluorimetry, Tm shift; 0% = protein alone, 100% = glycine-bound protein. Tm shift relative to glycine control, % at 25 µM. 2.5% of 340,000 active. AID 1259313, 2017;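 active = melting temperature shift of at least 10% of the positive control shift, at one fixed dose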
mIAP act: activators of mouse IAP, primary screen, biochemical, luminescence, uHTS; intestinal alkaline phosphatase [Mus musculus]; muIAP, CDP-Star luminescence, 30 min; hits give high values; 1 = vehicle-only enzyme signal, 0 = enzyme-free wells; activation factor at 10 µM; 0.24% of 330,000 active;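 active = activation factor of at least 2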; also: the source names both 10 and 20 µM as test concentration; values of inactives mirror those of a sister screen read the other way
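System: mouse IAP enzyme. Reagent: CDP-Star chemiluminescent phosphatase substrate. Benchmarks: DMSO wells, no-enzyme wells. Times: 30 min enzyme-substrate-compound incubation at room temperature. Detection: luminescence from enzymatic CDP-Star hydrolysis. Doses: test compounds delivered from DMSO solution.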
A3G deaminase: APOBEC3G DNA deaminase inhibitors, primary screen, biochemical, fluorescence, single-stranded DNA substrate, uHTS | inhibition, % at 20 µM | AID 493012, 2011 | 0.28% of 330,000 active | recombinant A3G, ssDNA deamination FAM/TAMRA fluorescence;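 active = inhibition of at least 40% at 20 µM, with no more than 30% in the related APOBEC3A deaminase screen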;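 also: plate controls were DMSO wells with A3G for no effect and wells lacking A3G enzyme for full effect; some compounds called inactive have numbers as strong as hits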
Target sequence (Q9HC16 whole entry, looked up): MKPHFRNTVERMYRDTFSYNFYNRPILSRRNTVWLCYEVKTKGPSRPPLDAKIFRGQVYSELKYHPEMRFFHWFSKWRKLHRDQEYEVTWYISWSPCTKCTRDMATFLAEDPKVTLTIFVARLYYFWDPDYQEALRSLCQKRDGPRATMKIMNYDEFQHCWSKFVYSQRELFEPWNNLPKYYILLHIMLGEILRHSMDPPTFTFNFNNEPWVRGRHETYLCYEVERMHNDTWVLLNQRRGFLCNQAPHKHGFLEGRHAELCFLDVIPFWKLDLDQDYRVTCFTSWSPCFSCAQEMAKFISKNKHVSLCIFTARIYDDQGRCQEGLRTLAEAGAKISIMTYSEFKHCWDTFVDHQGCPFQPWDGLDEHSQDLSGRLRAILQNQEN
hIAP act: human IAP activators, primary screen, biochemical, luminescence, uHTS | Intestinal-type alkaline phosphatase (Homo sapiens), P09923 | purified human IAP, CDP-Star luminescence, 30 min; hits give high values; 1 = vehicle-only enzyme, 0 = enzyme-free background | activation factor at 10 µM | 0.16% of 330,000 active | AID 2524, 2010;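 active = activation factor of the enzyme at least 2-fold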; also: the source names both 10 and 20 µM as test concentration; values of inactives mirror those of a sister screen read the other way
Target sequence (P09923 whole entry, looked up): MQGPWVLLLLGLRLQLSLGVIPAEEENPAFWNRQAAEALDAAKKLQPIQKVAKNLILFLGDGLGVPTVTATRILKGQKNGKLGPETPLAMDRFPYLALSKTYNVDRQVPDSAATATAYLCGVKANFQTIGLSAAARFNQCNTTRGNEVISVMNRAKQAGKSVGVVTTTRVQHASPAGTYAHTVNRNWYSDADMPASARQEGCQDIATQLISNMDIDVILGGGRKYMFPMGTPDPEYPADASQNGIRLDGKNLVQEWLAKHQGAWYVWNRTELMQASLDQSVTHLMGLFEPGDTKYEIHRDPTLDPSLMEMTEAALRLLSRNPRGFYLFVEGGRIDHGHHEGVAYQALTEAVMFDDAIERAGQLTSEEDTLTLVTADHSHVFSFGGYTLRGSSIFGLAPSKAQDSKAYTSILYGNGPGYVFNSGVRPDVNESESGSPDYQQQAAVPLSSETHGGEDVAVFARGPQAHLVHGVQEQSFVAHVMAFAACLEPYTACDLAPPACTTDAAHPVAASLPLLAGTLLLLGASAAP
MPTP block: mitochondrial permeability transition pore inhibitors, primary screen, biochemical, isolated mouse mitochondria, absorbance | Ca2+ swelling absorbance, 30 min | 1.4% of 360,000 active | inhibition, % at 10 µM;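 active = inhibition of 50% or more, scaled per plate between neutral and stimulator controls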;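 also: 0% = DMSO wells given calcium and 100% = 1 mM EGTA wells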
beta cell repl: inducers of MIN6 beta-cell proliferation, primary screen, ATP luminescence, uHTS | 0.29% of 330,000 active | MIN6 cells proliferation, ATPlite luminescence, 48 h; cells starved in 0.2% serum; 100% = growth in 10% serum | proliferation, % at 10 µM;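 active = compounds whose signal lies at least 3.5 SD above the mean of all wells on their plate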;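 also: 0% = DMSO-treated cells in low-serum medium and 100% = 10% serum control; some compounds called inactive have numbers as strong as hits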
hIAP inh: human IAP inhibitors, primary screen, biochemical, luminescence, uHTS; Intestinal-type alkaline phosphatase (Homo sapiens), P09923; purified IAP, CDP-Star luminescence, 30 min; inhibition, % at 10 µM; 0.12% of 330,000 active;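 active = inhibition reaching a set limit with compound at 10 µM in the primary screen, cut at about 35% in these data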;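 also: plate controls were DMSO wells with enzyme for no effect and no-enzyme buffer wells for full effect; values of inactives mirror those of a sister screen read the other way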
APOBEC3A inh: APOBEC3A ssDNA deaminase inhibitors, primary screen, selectivity assay for APOBEC3G inhibitor project, biochemical, FAM/TAMRA oligo cleavage fluorescence; recombinant A3A, FAM/TAMRA ssDNA deamination fluorescence; inhibition, % at 20 µM; 0.41% of 330,000 active;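 active = at least 40% inhibition at 20 µM here, with at most 30% in a related deaminase screen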;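 also: plate controls were A3A with DMSO for no effect and wells lacking A3A enzyme for full effect; some results filed as inactive read as strong as hits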
mIAP block: inhibitors of mouse IAP, primary screen, biochemical, luminescence, uHTS; inhibition, % at 10 µM; 0.2% of 330,000 active; purified mouse IAP, CDP-Star luminescence, 30 min;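 active = inhibition of at least 40% at 10 µM in the primary screen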;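 also: plate controls were DMSO with enzyme for no effect and no enzyme wells for full effect; values of inactives mirror those of a sister screen read the other way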
* = called active by the depositor; / = no result given; & = joins results of further samples. Not a hit list, and some 5% of all compounds hit somewhere here.

SMILES	GRIN3A LBD mod	mIAP act	A3G deaminase	hIAP act	MPTP block	beta cell repl	hIAP inh	APOBEC3A inh	mIAP block
O=C(NC(=S)Nc1cccc2c(O)cccc12)c1ccco1	-15	0.83	4	1.1	2.0	-3	-10	3	17
CSC1=NC2(CCCCC2)CC12C=CC(=O)C=C2	-3	1.1	-6	1	-2.8	1	-3	1	-9
CC(C)C1N(C(=O)CN2CCCC2)CCN1S(=O)(=O)c1ccccc1 (stereo not given)	0	1	3	1	-0.2	-1	-4	5	-3
O=C(O)c1cn(C2CC2)c2cc(N3CCN(S(=O)(=O)c4ccc5c(c4)OCCO5)CC3)c(F)cc2c1=O	0	1.1	-9	1.2	-4.8	1	-16	-3	-5
CCOC(=O)c1nnc(-c2ccccc2)nc1NC	0	0.94	-5	1.2	-0.3	-4	-20	5	6
CCOC(=O)/C=c1\s/c(=C\c2ccc(C#N)cc2)c(=O)n1CC(=O)Nc1cccc(C)c1C	0	0.96	-7	0.86	4.7	-7	14	1	4
Fc1ccccc1/C=N/n1cc(-c2ccccc2)[nH]c1=S	2	0.93	-8	0.77	2.8	-3	23	-5	7
CCn1nc(NC(=O)C2CCCO2)c2cc3cc(C)ccc3nc21 (stereo not given)	-2	1	-3	0.85	-1.3	-2	14	-1	-2
O=c1c2c(-c3cccs3)csc2ncn1/N=C/c1ccc(OC(F)F)cc1	-6	1.1	4	1.2	-5.4	-1	-17	1	-8
Nc1ncncc1-c1ccc2ccccc2c1	-8	1.1	-4	0.93	-0.3	3	8	1	-6
COc1cccc(NC(=O)c2cc(-c3ccc(C)o3)nc3ccccc23)c1	-10	0.92	8	1.1	-1.9	-3	-14	20	8
CC(=O)N1CCN(S(=O)(=O)c2ccc(F)c(Cl)c2)CC1	0	1	-6	0.99	0.5	3	1	2	-4
COc1cc(O)c(C(CCN2CCN(c3ccccc3)CC2)c2cc(OC)c(OC)c(OC)c2)c(OC)c1 (stereo not given)	-2	1.1	-6	1	2.2	-7	-1	1	-9
O=C(NCc1ccccc1)C(c1ccccc1F)N(CC1CCCO1)C(=O)c1ccccn1 (stereo not given)	0	0.97	-6	0.9	0.7	1	10	-2	3
CC(=O)N/C(=N/c1nc(C)cc(C)n1)Nc1cccc(C)c1C	-3	1	-6	1.1	-0.9	1	-14	-2	0
CCOC(=O)[C@H]1[C@H]2COc3ccc(Cl)cc3[C@@H]2N2C(=O)CN(Cc3ccc(OC)cc3)C(=O)[C@@]12C	-3	0.99	-8	1.1	-2.2	-5	-6	-4	1
O=C(/C=C\Nc1cccc(F)c1)c1ccc2c(c1)OCO2	-7	0.73	-5	0.76	3.4	-3	24	-4	27
O=C(CN1c2ccccc2Sc2ccccc21)NNC(=O)Nc1cccc(Cl)c1	18*	0.99	-1	1.6	38	-4	-59	-3	1
CC(C)(C)c1ccc(CN2C(=O)c3ccccc3S2(=O)=O)cc1	-1	1	4	0.88	0.8	-1	12	5	-1
CCOc1ccc(Oc2ccc(Cl)cc2NC(=O)CCNC(C)=O)cc1	1	1	-5	0.92	-3.8	-1	8	0	-2
Cc1c(C(=O)Nc2ccc(S(N)(=O)=O)cc2)oc2ccc(Cl)cc12	-8	0.99	-5	1	1.0	1	0	0	1
CCn1nc(C)c(CN2CCN(Cc3ccc(OC)c(C)c3C)C(CCO)C2)c1C (stereo not given)	-1	1	-6	1.1	1.0	-2	-13	-2	-2
Cc1cc(C(=O)NC2CCCc3ccccc32)ccc1[N+](=O)[O-] (stereo not given)	0	0.94	-9	0.97	-0.1	-6	2	-5	6
COC(=O)C1=C(C)N(CCc2ccc(OC)c(OC)c2)C(=O)C1	0	1.1	4	1	-11	-2	-1	1	-7
CC(C)N1C(=O)CCC1C(=O)NC1CCCC1 (stereo not given)	2	0.85	-3	0.88	-0.2	1	12	1	15

Structures shown so far that have a furan ring, fused or not (3):
SMILES	GRIN3A LBD mod	mIAP act	A3G deaminase	hIAP act	MPTP block	beta cell repl	hIAP inh	APOBEC3A inh	mIAP block
O=C(NC(=S)Nc1cccc2c(O)cccc12)c1ccco1	-15	0.83	4	1.1	2.0	-3	-10	3	17
COc1cccc(NC(=O)c2cc(-c3ccc(C)o3)nc3ccccc23)c1	-10	0.92	8	1.1	-1.9	-3	-14	20	8
Cc1c(C(=O)Nc2ccc(S(N)(=O)=O)cc2)oc2ccc(Cl)cc12	-8	0.99	-5	1	1.0	1	0	0	1

(next part)
SMILES	GRIN3A LBD mod	mIAP act	A3G deaminase	hIAP act	MPTP block	beta cell repl	hIAP inh	APOBEC3A inh	mIAP block
COc1ccc(CC(=O)NCC2CCCN(Cc3ccccc3OC)C2)cc1 (stereo not given)	-1	1	1	1	-0.7	-4	0	-4	-5
Cc1ccc(C(=O)N2CCC(Cc3ccccc3)CC2)cc1S(=O)(=O)N1CCOCC1	0	0.97	-5	0.82	1.9	-1	18	-1	3
c1ccc2nc(N3CCOCC3)cnc2c1	0	0.98	0	1.2	11	-1	-18	3	2
N=c1c2c(n(Cc3ccc(F)cc3)c3c1CCC3)CCC2	1	0.97	-5	1.1	1.1	-2	-5	1	3
C/C(=N\NC(=O)c1ccc(Cl)cc1)c1cccc(NC(=O)C(C)C)c1	-1	0.82	-1	1.2	-2.0	-2	-16	2	18
CCC(=O)Nc1cc(SCCO)cc([N+](=O)[O-])c1	1	0.96	-7	1.1	-3.1	-3	-13	-4	4
COc1ccc(C2(C)NC(=O)N(CC(=O)Nc3ccc4c(c3)CCC4)C2=O)cc1OC (stereo not given)	1	1.1	-8	0.94	-0.1	-4	6	-2	-9
Cc1cc(C)cc(N(C)S(=O)(=O)c2nnc(NC(=O)C(C)C)s2)c1	-3	0.93	-4	0.96	0.3	1	4	-1	7
CCS(=O)(=O)C1=NN2C(=N)/C(=C\c3ccc(OC(=O)c4ccco4)c(Br)c3)C(=O)N=C2S1	/	0.84	-5	0.9	/	-4	10	-3	16
CCNC(=O)/C(C#N)=C/c1c(N2CCOCC2)nc2ccccn2c1=O	-3	1.1	-4	1.1	-0.2	-2	-9	3	-8
CNc1oc(Cc2cccc3ccccc23)nc1C#N	0	1.1	-7	1	0.6	-3	-2	-9	-6
CN1CCN(c2nc(-c3ccccc3)nc3c2oc2ccccc23)CC1	-3	0.89	-10	0.94	20	-6	6	-3	11
O=C(COc1ccccc1[N+](=O)[O-])N1CCN(c2ccccn2)CC1	/	0.95	-7	1	0.5	1	-4	-3	5
CCOc1ccc(C(=O)CC(=O)C(=O)NCCc2ccc(OC)c(OC)c2)cc1	25*	0.93	-5	0.99	-27	0	1	2	7
CC1=C(C)CC(C(=O)NCc2cccc(Cl)c2)C(C(=O)O)C1 (stereo not given)	/	0.96	-9	1.1	1.7	-1	-6	-2	4
CC(C)[C@H](NC(=O)N1CC(=O)Nc2ccccc21)C(=O)N[C@H](Cc1c[nH]c2ccccc12)C(=O)O	-2	1	-2	0.93	-0.1	0	7	-1	0
Cc1nc(C)c(NC(=O)N2CCc3ccccc32)cc1NC(=O)N1CCc2ccccc21	-6	1	-4	1.1	0.6	-4	-6	-5	0
CSc1ccccc1C(=O)N1CCCC(CCC(=O)NCc2ccc(F)c(F)c2)C1 (stereo not given)	-1	1.1	3	1.2	-0.5	-2	-16	3	-12
C=C(C)C(=O)N1CC2(CC(c3cccc(NC(=O)/C=C\C=C/C)c3)=NO2)C[C@H]1C(N)=O (stereo not given in full)	-2	1	21	1.1	-0.9	-4	-8	3	-4
COc1ccc(/C=C2\C(=O)ON=C2c2ccccc2)cc1	19*	0.91	0	0.91	1.0	-4	9	-2	9
Cc1ccc(CC(=O)Nc2ccc(F)c([N+](=O)[O-])c2)cc1C	-1	1.1	-7	0.94	0.4	-3	6	1	-7
Cc1nc(N2CCOCC2)nc(OCCN2CCOCC2)c1[N+](=O)[O-]	0	0.87	1	0.92	3.8	0	8	-2	13
O=C(NC1CCCC1)c1cc(=O)[nH]c2ccccc12	-2	1.1	0	1.1	0.7	-3	-10	-4	-15
O=C1COc2ccc(S(=O)(=O)N3CCCCCC3)cc2N1	3	1	-1	1.4	-1.5	-1	-36	4	-2
O=C(OCCOc1cccc(Cl)c1)c1cc(S(=O)(=O)N2CCCCC2)ccc1N1CCOCC1	3	0.87	-10	0.9	4.0	-7	10	-1	13
The listing continues:
SMILES	GRIN3A LBD mod	mIAP act	A3G deaminase	hIAP act	MPTP block	beta cell repl	hIAP inh	APOBEC3A inh	mIAP block
CCN(CC)c1ccc(C(=O)NNC(=O)c2cccn2C)cc1	-2	1	2	1.3	-1.9	-4	-27	-4	-3
CCCCN(C)Cc1c(C)[nH]c2c(Cl)cccc2c1=O	2	1	-7	0.84	-0.1	-1	16	-6	-2
COC(OC)c1nc(SCC(=O)Nc2cccc(Cl)c2)ncc1C(=O)O	2	1.1	-7	1	3.1	5	-2	-5	-6
CSCCC(NC(=O)OCc1ccccc1)C(=O)O (stereo not given)	0	1.1	-1	1	-1.0	-1	-1	-1	-8
CC(C)c1ccc(N(C(=O)c2ccc3c(c2)OCO3)C2C=CS(=O)(=O)C2)cc1 (stereo not given)	-3	1	-3	1.2	0.6	1	-24	-3	0
Cc1ccc(NC(=O)C2Oc3ccccc3OC2C)cc1 (stereo not given)	0	0.94	-11	1.2	1.1	2	-16	-4	6
COC(=O)C1C(O)=C(C(C)=N)C(=O)CC1(C)C (stereo not given)	3	0.99	-4	1.2	-5.5	-2	-21	-2	1
O=C(COC(=O)/C=C/c1ccccc1)Nc1cccnc1Cl	0	0.96	-9	0.99	0.3	1	0	2	4
O=C(Cc1ccc(Cl)cc1)N1CCN(C(=O)c2ccco2)CC1	0	0.91	-7	0.86	-2.0	1	14	-2	9
O=C(Nc1nc(-c2ccc(S(=O)(=O)N3CCOCC3)cc2)cs1)c1ccccc1	-3&-12	1.1	-9	1	-1.9&-0.1	-5	0	-2	-7
CCOC(=O)N1CCN(C(=O)c2ccc(N(C)S(=O)(=O)c3ccc(C)cc3)cc2)CC1	2	1.1	10	0.92	1.8	-3	8	1	-6
CCOc1ncccc1C(=O)Nc1cc(S(=O)(=O)N2CCCCC2)ccc1Cl	2	0.91	-7	0.88	2.3	1	12	-5	9
COc1cccc(NC(=O)COC(=O)C2=NN(c3ccccc3)C(=O)CC2)c1	2	1.1	-2	1.2	-0.6	-2	-16	0	-7
O=C(NCCN1CCOCC1)c1csc2c1CCCCC2	-1	0.98	-2	0.93	0.6	-2	7	-2	2
CC(=O)Nc1ccc(NC(=O)CSc2nnc(NC(=O)C3CC(=O)N(c4ccc(F)cc4)C3)s2)cc1 (stereo not given)	-1	0.97	-5	1.1	-1.8	-2	-11	2	2
O=C(Nc1nc(-c2ccccn2)cs1)c1ccc(S(=O)(=O)N2CCCCC2)cc1	/	0.93	-5	1.5	/	-6	-51	1	7
